EBV gp42 block = blocks Epstein-Barr virus glycoprotein 42 binding; 220,000 tested, 0.42% active; Q1HVG2; inhibition, % (tested at 21.74 µM); Fluorescence polarization binding assay, mP read-out; AID 1085; in the data active means inhibition above about 50%
Target sequence (Q1HVG2 whole entry, looked up): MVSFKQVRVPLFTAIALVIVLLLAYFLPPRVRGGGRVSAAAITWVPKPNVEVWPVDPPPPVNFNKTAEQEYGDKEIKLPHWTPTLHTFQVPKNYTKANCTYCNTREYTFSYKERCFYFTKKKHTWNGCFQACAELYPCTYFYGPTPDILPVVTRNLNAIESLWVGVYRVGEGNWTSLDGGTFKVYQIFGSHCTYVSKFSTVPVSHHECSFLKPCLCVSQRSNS
TRPML3 agonist = activates the human TRPML3 channel | Q8TDD5 | HEK293 TRPML3-YFP, Fluo-8 calcium fluorescence; 100% = the carbachol control signal | activation, % at 3 µM | 220,000 tested, 0.29% active | AID 1448;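 active means activation above its plate's cutoff, the mean activation of the plate's test wells plus 3 SD, cut at about 12% in these data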;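 further: 0% = DMSO only wells and 100% = carbachol wells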
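Test system: TRPML3-YFP stable HEK293 cells. Doses: single point at 3 µM. Incubation: dye loading 1 h 37 °C then 30 min ambient, 125 s read. Signal: Fluo-8 calcium dye fluorescence, ex 470-495, em 515-575 nm. Measure: percent activation from peak-to-basal fluorescence ratio, scaled between DMSO and carbachol.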
CHOP inhibitor = CHOP inhibition in unfolded protein response; CHO-K1 CHOP-promoter luciferase, tunicamycin-induced, 15-18 h; inhibition, % at 10 µM; 220,000 tested, 3.8% active;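 active means compounds that reduced the stress-induced luciferase reporter signal by more than about 70% of percent inhibition, limit read from the data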;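 further: 0% = tunicamycin plus vehicle and 100% = wells without tunicamycin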
Mdm2 ligase inh = Mdm2 E3 ligase (human) inhibition; Q00987; cell-based MDM2 ubiquitination luciferase reporter, 2 h; 0 = plate control, 100 = twice control, blank-subtracted; signal enhancement, % at 5 µM; 210,000 tested, 0.11% active;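 active means signal enhancement of 30% or more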;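 further: luminescence tracks abundance of the self-degrading MDM2-luciferase fusion protein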
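Assay system: mammalian cells stably expressing self-ubiquitinating, self-degrading MDM2 E3–luciferase fusion. Quantity: 2000 cells in each well. Medium: DMEM culture medium. Compound dosing: single-point 5 µM. Timing: cell settling 4 h, compound treatment 2 h, both 37 °C. Technique: luciferase luminescence. Read-out basis: percent signal gain over controls, blank-subtracted. Benchmarks: plate controls and plate blanks.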
p47phox inh = p47phox (human) inhibition; p47phox/p22phox peptide binding, fluorescence polarization, 2 h; P14598; inhibition, % at 24.7 µM; 220,000 tested, 0.53% active;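 active means inhibition above about 30%, limit read from the data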;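 further: 0% = p47phox with labelled peptide and 100% = labelled peptide alone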
TRPN1 ag = agonists of zebrafish TRPN1 channel | AID 1424 | HEK293 zebrafish TRPN1-YFP, Fluo-8 calcium fluorescence; 100% = response to 87 µM carbachol | 220,000 tested, 0.18% active | activation, % at 3 µM;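 active means activation above its plate's cutoff, the mean activation of test wells on that plate plus 3 SD, cut at about 19% in these data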;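 further: 0% = DMSO alone and 100% = 87 µM carbachol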
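Control set: carbachol 87 µM as high control, DMSO as low control; system: HEK293 stable line with zebrafish TRPN1-YFP; read-out: % activation versus carbachol response; detection: intracellular calcium fluorescence with Fluo-8; doses: single test compound dose, 3 µM nominal, 0.3% DMSO; schedule: dye 1 h 37 °C plus 30 min RT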
TNF death inh = TNF-alpha cell death inhibition in Jurkat FADD-/- cells; activation (protection from cell death), % at 10 µM; 220,000 tested, 0.068% active; Jurkat FADD-/- TNF necroptosis rescue, ATP luminescence, 24 h; 0 = TNF only, 100 = no-TNF cells;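 active means activation, meaning protection from cell death, of at least 50% relative to plate controls; inactive means activation below 50%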;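 further: necroptosis triggered by 40 ng/mL TNF-alpha added together with compound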
PPC-1+TRAIL kill = compounds killing PPC-1 cancer cells with TRAIL present (potentiator screen, no TRAIL-free arm). PPC-1 cells + TRAIL, ATPLite viability luminescence. cell killing (% activity), % at 4 µM. 220,000 tested, 0.41% active. AID 1443;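 active means cell killing above 50% in the first pass at 4 µM, then a duplicate retest at 5 µM averaging 50% or more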;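 further: plate controls were cells with TRAIL plus DMSO for no effect and medium-only wells lacking cells for full effect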
Runt-SMMHC FRET = inhibitors of human RUNX1 Runt domain binding to CBFb-SMMHC; inhibition, % at 20 µM; AID 1434; 220,000 tested, 0.74% active; Cerulean-Runt/Venus-CBFb-SMMHC FRET ratio 530/480, 1 h; Q01196+Q13951;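 active means mean inhibition across duplicate retests at 20 µM reaching about 50%, limit read from the data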;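 further: 0% = DMSO wells and 100% = wells with excess untagged CBFb-SMMHC; inhibitors lower the FRET ratio by blocking Runt binding to CBFb-SMMHC; some results filed as inactive read as strong as hits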
Target sequence (Q01196 whole entry, looked up, the tested form may be a part): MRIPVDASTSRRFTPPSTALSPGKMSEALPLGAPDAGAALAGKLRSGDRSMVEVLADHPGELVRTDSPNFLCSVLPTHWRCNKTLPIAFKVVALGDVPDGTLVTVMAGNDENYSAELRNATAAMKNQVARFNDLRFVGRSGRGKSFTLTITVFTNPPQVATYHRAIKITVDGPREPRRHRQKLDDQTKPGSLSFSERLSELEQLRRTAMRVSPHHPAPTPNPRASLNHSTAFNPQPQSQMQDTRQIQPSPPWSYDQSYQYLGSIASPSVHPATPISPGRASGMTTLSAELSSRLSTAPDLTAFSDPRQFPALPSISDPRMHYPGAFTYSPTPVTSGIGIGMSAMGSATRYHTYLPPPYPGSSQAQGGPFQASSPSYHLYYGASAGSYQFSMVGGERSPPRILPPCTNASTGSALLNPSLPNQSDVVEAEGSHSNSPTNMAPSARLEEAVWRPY
Target sequence (Q13951 whole entry, looked up, the tested form may be a part): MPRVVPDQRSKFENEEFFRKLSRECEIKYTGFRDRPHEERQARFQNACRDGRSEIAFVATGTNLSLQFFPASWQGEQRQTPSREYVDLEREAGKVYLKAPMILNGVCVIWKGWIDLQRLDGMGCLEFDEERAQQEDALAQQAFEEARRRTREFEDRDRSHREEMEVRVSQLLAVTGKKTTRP
* marks the source's active call; other numbers are inactive results; nt = not tested or not shown. No enrichment for hits. About 5.9% of those tested had a hit in this group.

no.	Molecule	EBV gp42 block	TRPML3 agonist	CHOP inhibitor	Mdm2 ligase inh	p47phox inh	TRPN1 ag	TNF death inh	PPC-1+TRAIL kill	Runt-SMMHC FRET
1	COc1ccc(CCNC(=O)Cn2c(=O)n(CCCC(=O)NCc3ccco3)c(=O)c3sccc32)cc1OC	0	-0.6	5	-21	-3	-1.0	0.3	8	-2
2	N#Cc1ccc(NC(=S)NC(=O)CCc2ccc(S(=O)(=O)N3CCOCC3)cc2)cc1	-15	0.2	5	-12	-8	-1.2	3.9	11	-2
3	CC(C)c1ccc(-n2ccnc2SCC(=O)O)cc1	-6	0.7	-19	-11	2	0.3	1.1	2	-1
4	FC(F)(F)c1ccccc1NC(=S)NN1CCOCC1	-8	0.3	45	-24	-18	0.1	-0.5	-2	4
5	Cn1c(=O)c2[nH]c(CNc3ccc(C(=O)O)cc3)nc2n(C)c1=O	-5	-0.3	19	-10	-9	0.4	4.5	20	-3
6	COc1ccc(NS(=O)(=O)c2ccc(NS(=O)(=O)c3ccc(SC)cc3)cc2)c(OC)c1	-19	0.7	11	2	-10	0.7	2.2	6	0
7	COc1cc2c3nnc(-c4ccccc4)c-3cn(Cc3ccccc3F)c2cc1OC	-151	0.6	-69	-16	-21	-2.3	1.1	19	26
8	O=C(NCc1cccnc1)c1ccc2c(=O)n(CCCN3CCCC3=O)c(=S)[nH]c2c1	5	0.6	-5	-15	-17	0.1	0.1	-6	2
9	O=C(COc1ccc(-n2cnnn2)cc1)NC(=O)NCc1ccccc1	-9	0.8	23	-14	-1	1.9	-2.0	-9	0
10	COc1ccc(CC(=O)Nc2cccc(-c3cn4ccccc4n3)c2)cc1	-1	0.6	19	1	-15	0.8	0.4	13	4

One compound at a time (already shown):
CC(C)c1ccc(-n2ccnc2SCC(=O)O)cc1 in the list: EBV gp42 block = -6; TRPML3 agonist = 0.7; CHOP inhibitor = -19; Mdm2 ligase inh = -11; p47phox inh = 2; TRPN1 ag = 0.3; TNF death inh = 1.1; PPC-1+TRAIL kill = 2; Runt-SMMHC FRET = -1
O=C(NCc1cccnc1)c1ccc2c(=O)n(CCCN3CCCC3=O)c(=S)[nH]c2c1 in the list: EBV gp42 block = 5; TRPML3 agonist = 0.6; CHOP inhibitor = -5; Mdm2 ligase inh = -15; p47phox inh = -17; TRPN1 ag = 0.1; TNF death inh = 0.1; PPC-1+TRAIL kill = -6; Runt-SMMHC FRET = 2

Taken from above:
Result of COc1ccc(NS(=O)(=O)c2ccc(NS(=O)(=O)c3ccc(SC)cc3)cc2)c(OC)c1 in p47phox inh: -10
Result of COc1ccc(CCNC(=O)Cn2c(=O)n(CCCC(=O)NCc3ccco3)c(=O)c3sccc32)cc1OC in TNF death inh: 0.3
Result of N#Cc1ccc(NC(=S)NC(=O)CCc2ccc(S(=O)(=O)N3CCOCC3)cc2)cc1 in TNF death inh: 3.9
Result of O=C(NCc1cccnc1)c1ccc2c(=O)n(CCCN3CCCC3=O)c(=S)[nH]c2c1 in TRPML3 agonist: 0.6
Result of CC(C)c1ccc(-n2ccnc2SCC(=O)O)cc1 in EBV gp42 block: -6
Result of Cn1c(=O)c2[nH]c(CNc3ccc(C(=O)O)cc3)nc2n(C)c1=O in TRPML3 agonist: -0.3
Result of COc1cc2c3nnc(-c4ccccc4)c-3cn(Cc3ccccc3F)c2cc1OC in EBV gp42 block: -151

Next part:
no.	Molecule	EBV gp42 block	TRPML3 agonist	CHOP inhibitor	Mdm2 ligase inh	p47phox inh	TRPN1 ag	TNF death inh	PPC-1+TRAIL kill	Runt-SMMHC FRET
11	C=CCOc1ccccc1C1NC(=O)NC(C)=C1C(=O)NCc1ccccc1 (centres undefined)	-11	1.0	29	-15	-8	-0.6	0.5	4	-2
12	COc1ccc(C2c3c(n[nH]c3C)CC(C)(O)C2C(C)=O)cc1OC (centres undefined)	-2	-0.2	26	-18	-5	0.7	1.4	16	-7
13	CSCCOC(=O)COc1ccc(/C=N/NC(=O)c2c(Cl)cnn2C)cc1	-15	0.8	-2	-4	-24	-0.8	-4.2	-15	0
14	Cc1ccc(NC(=O)Cn2c(O)c(N=NS(=O)(=O)c3ccc(C)cc3)c3ccccc32)cc1	-11	0.8	11	-9	-3	-0.5	0.4	-4	1
15	S=c1[nH]nc(CSc2nc3ccccc3s2)o1	-23	-0.3	-9	-28	-10	0.0	0.4	4	1
16	O=C(COn1nnc2ccccc21)NCC1CCCCC1	-21	-0.4	-61	-18	2	0.1	3.3	42	2
17	COC(=O)c1cc(NS(=O)(=O)c2ccc(F)cc2)ccc1N1CCOCC1	-9	0.8	-7	-13	-9	-1.7	0.0	7	1
18	c1ccc(C(c2ccccc2)c2noc(CN3CCN(CC4CC4)CC3)n2)cc1	-5	-0.2	16	5	-6	-0.6	2.1	-5	0
19	COc1ccc(C2NC(=S)NC(C)=C2C(=O)Nc2ccccn2)cc1OC (centres undefined)	-11	0.0	0	0	-10	-0.6	-0.2	16	-3
20	Nc1nc(CN2CCN(C(=O)c3ccco3)CC2)nc(Nc2cccc(Cl)c2)n1	3	0.1	-11	-88	0	1.7	-0.6	4	-3
21	N=C1/C(=C\c2ccc(-c3ccc(C(=O)O)cc3)o2)C(=O)N=C2SC=C(c3ccccc3)N12	61*	0.9	100*	-12	-39	0.2	2.0	-6	-50
22	O=C(COc1ccccc1)N1CCCC1	-3	0.8	-8	-8	-3	0.6	0.6	16	-2
23	O=C(Oc1ccc2c(c1)OCO2)c1ccncc1	1	0.5	25	3	-9	0.9	-3.9	-10	-1
24	O=C(COC(=O)Cn1cnc2ccccc2c1=O)NCCC1=CCCCC1	-52	-0.2	35	-8	-3	-0.5	0.0	6	4
25	N#Cc1ccc(OCc2nnc(-c3ccc([N+](=O)[O-])cc3)o2)cc1	-21	0.3	19	-3	-14	0.1	0.9	2	0
26	Clc1ccc(/C=N/Nc2nn[nH]n2)cc1	-10	0.3	-15	2	-11	-1.2	0.7	5	0
27	O=C1C=CC(=O)C(C2=C3C(=O)N(CCc4ccccc4)CC(=O)N3CCC2)=C1	-17	0.6	105*	5	23	-0.3	-21	-2	33
28	COc1ccc(-n2ncc3c(NCC4CCCO4)ncnc32)cc1 (centres undefined)	-19	0.7	4	-10	-6	0.8	0.4	36	1
29	COc1ccc(-n2c(COc3cccc4ccccc34)nnc2SC(C)C(=O)O)cc1 (centres undefined)	4	0.7	7	-8	-1	-0.9	0.7	nt	nt
30	Cc1ccc(N2C(=O)C(CN3CCCC3)C2c2ccccc2)cc1 (centres undefined)	-12	1.4	6	-67	-6	1.0	3.7	27	-3
31	COc1ccc(C(c2nnnn2C2CCCC2)N2CCC(C)CC2)cc1 (centres undefined)	-17	-0.9	83*	-14	-9	-2.8	-1.8	14	-3
32	Cc1c(NC(=O)C2(c3ccccc3)CCCC2)c(=O)n(-c2ccccc2)n1C	-17	0.5	29	-5	-8	-0.4	0.4	-1	4
33	S=C(Nc1ccc(Oc2ccccc2)cc1)N(CCCN1CCOCC1)Cc1ccccn1	-1	0.8	31	-11	-3	0.4	0.7	26	10
34	Cc1ccc2nc(N3CCN(C=O)CC3)nc(-c3ccccc3)c2c1	11	-1.3	23	0	-10	-1.2	-4.1	8	88*
35	Cc1ccc(Oc2ncccc2COC(=O)Nc2ccccc2C)cc1	-28	-0.6	52	13	-7	-1.8	0.0	27	-7
36	CCc1ccc(NC2=NCC(c3ccccc3)S2)cc1 (centres undefined)	10	0.0	67	-5	6	-1.9	2.5	13	1
37	C#CCn1c(=O)cc(C)c2ccccc21	-7	0.1	-1	-15	3	0.1	0.8	-20	5
38	Cc1ccc(N=Cc2sccc2C)cc1C	5	0.5	-15	-2	-8	0.1	-0.5	4	0
39	Cc1ccc(NC2=NCCCCC2)cc1	-4	0.3	-6	-10	-6	0.3	0.4	-6	1
40	CONc1nc(NC(C)(C)C)nc(OCC#N)n1	-6	0.9	24	-5	-10	-0.1	1.4	1	-2
41	O=C(O)C1Cc2ccccc2CN1S(=O)(=O)/C=C/c1ccccc1 (centres undefined)	3	0.4	12	-8	-8	1.1	-0.5	2	-1
42	CCN(CC(=O)Nc1ccc(OC)c(Cl)c1)CC(=O)NC(C)C	-18	0.1	40	15	-9	-0.3	0.5	10	2
43	CN(c1ccc(C(=O)NCc2ccc3c(c2)OCO3)cc1)S(C)(=O)=O	-15	0.9	-25	-8	-6	1.2	-1.4	12	-7
44	Cc1cnc(C(=O)Nc2ccc3c(c2)CCC3)cn1	-6	0.7	33	-28	-1	-0.7	-3.2	19	-2
45	O=C(O)C/C=C(\NC(=O)OCc1ccccc1)C(=O)OCc1ccccc1	-7	-1.1	8	-22	-9	-1.9	0.2	2	-1
46	CCOC(=O)c1cnc(SCc2ccc(C)cc2)nc1N	0	-0.8	-9	10	-6	-1.4	-1.4	-9	0
47	CNC(=S)N/N=C/c1ccc(OCc2ccccc2)c(Br)c1	-9	0.3	19	0	-7	1.0	0.3	16	-4
48	CC(C)NS(=O)(=O)c1ccc(CCC(=O)N2CCCC2)cc1	-14	0.8	6	0	1	0.1	-0.3	12	-1
49	COc1cc(C2C(C#N)=C(N)Oc3c2oc(CO)cc3=O)ccc1OC(C)C (centres undefined)	6	-0.1	-16	-10	-56	-0.2	-0.9	-5	-1
50	Cc1ccc(-n2cc(-c3ccc([N+](=O)[O-])cc3)[nH]c2=S)c(C)c1	-14	0.1	41	-7	-15	-1.5	-1.4	13	-10
51	Cc1ccn2cc(-c3nonc3C)cc2c1	-9	0.8	-14	-35	-16	0.0	-1.2	9	-4
52	COc1ccc(CN2CCN(C(=O)c3cccs3)CC2)cc1Br	-6	1.2	47	-10	10	1.1	-1.7	22	4
53	COc1ccc(NC(=O)CN2CC(C)OC(C)C2)cc1Cl (centres undefined)	3	0.2	2	-9	-2	1.3	0.0	2	0
54	Cn1ccnc1C1CCCCN1Cc1nc(Cc2cccc(C(F)(F)F)c2)no1 (centres undefined)	-7	0.7	-4	3	9	0.2	0.0	2	5
55	Cc1cc(C)n(-c2nc3ccccc3nc2N2CCC(C)CC2)n1	-12	-0.4	32	-6	-9	-1.5	-0.3	7	22
56	CN(C)S(=O)(=O)c1cc(C(=O)O)c(NC2CCCCC2)cc1Cl	-21	0.7	19	-1	1	-0.3	-1.1	10	2
57	O=C(Nc1cc(C(F)(F)F)ccc1-n1cnc2ccccc21)c1ccccc1	-5	0.2	19	-13	-34	0.3	3.1	14	3
58	Cc1cc(C)cc(OCC(=O)Nc2ccc(N3CCCC3)cc2)c1	-15	0.3	40	-13	29	-1.3	-3.5	13	2
59	CCNC1=C(Cl)C(=O)c2ccccc2C1=O	4	0.3	18	-11	1	-0.9	-4.6	7	-3
60	CCn1c(O)c(C=Nc2ccccc2)sc1=O	-12	0.6	-24	-1	-8	-1.0	0.7	18	47
